Bioassay records: PubChem, Broad Institute
S100A4 MyoIIA – inhibitors of human S100A4 binding to myosin IIA peptide. P26447. S100A4/TAMRA-MyoIIA peptide fluorescence polarization. inhibition, % at 10.7 µM. 360,000 tested, 0.14% active;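 active = mean inhibition of at least 70% across replicates, with every replicate also reaching that level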
Target sequence (P26447 whole entry, looked up): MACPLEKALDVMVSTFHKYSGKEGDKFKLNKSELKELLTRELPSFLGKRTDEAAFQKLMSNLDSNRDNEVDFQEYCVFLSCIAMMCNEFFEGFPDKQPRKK
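Test system – S100A4 monomer (human) · Compound – single-point compound testing · Schedule – 5 min incubation before reading · Probe or stimulus – TAMRA-labelled myosin IIA heavy-chain peptide probe, 5 nM · Benchmarks – neutral control DMSO, positive control TFP · Medium – Calcium-containing HEPES buffer, pH 7.2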
LGR2 inh – blocks bursicon-induced cAMP signaling via Drosophila LGR2; HEK293 LGR2, CRE-luciferase, bursicon-stimulated, 4 h; inhibition, % at 9.99 µM; 380,000 tested, 0.35% active; AID 720647;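 active = drop in luminescence signal, shown as inhibition above about 50% in the replicate tests, limit read from the data, passing the limit was not always enough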;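 note: agonist challenge used bursicon conditioned medium at about half maximal strength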
FN deposition inh – fibronectin deposition inhibition | 350,000 tested, 0.086% active | inhibition, % at 12.6 µM | AH1F fibroblasts, Alexa488-fibronectin deposition fluorescence, overnight | AID 743247;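 active = mean inhibition across replicates of 30% or more, regardless of how many single replicates reach that level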;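 note: positive control wells lacked labelled fibronectin entirely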
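material = AH1F fibroblast monolayer depositing Alexa488-labelled fibronectin into matrix | amount = 10000 AH1F cells/well | buffer or medium = DMEM plus 2% serum, read in PBS | incubation = 1 h cell adhesion before compound, then overnight fibronectin incubation | detection = fluorescence at 485 nm excitation, 525 nm emission | evaluation = percent inhibition as loss of matrix-bound fibronectin fluorescence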
CASP6 VEID inh – blocks human caspase-6 cleavage activity; inhibition, % at 12.5 µM; AID 686996; P55212; purified caspase-6, Z-VEID-R110 cleavage fluorescence; 350,000 tested, 0.53% active;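 active = mean inhibition across replicates at least about 35%, with every replicate also reaching that limit, limit read from the data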;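 note: 0% = median of neutral control wells and 100% = no fluorescence left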
Target sequence (P55212 24-179 limits assumed): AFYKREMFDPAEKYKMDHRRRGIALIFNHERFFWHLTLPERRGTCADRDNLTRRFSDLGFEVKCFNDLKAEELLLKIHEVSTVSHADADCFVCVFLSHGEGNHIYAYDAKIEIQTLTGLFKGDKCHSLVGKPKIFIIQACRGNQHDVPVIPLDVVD
Target sequence (P55212 194-293 limits assumed): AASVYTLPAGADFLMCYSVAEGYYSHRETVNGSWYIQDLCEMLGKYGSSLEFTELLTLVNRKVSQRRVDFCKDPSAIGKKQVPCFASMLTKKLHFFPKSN
SIRT5 inh – inhibitors of human sirtuin-5 desuccinylase. inhibition, % at 15 µM. Q9NXA8. Purified SirT5, succinyl-peptide AMC, trypsin-coupled fluorescence. 330,000 tested, 1.1% active; in the data active = inhibition above about 15%
Target sequence (Q9NXA8 whole entry, looked up): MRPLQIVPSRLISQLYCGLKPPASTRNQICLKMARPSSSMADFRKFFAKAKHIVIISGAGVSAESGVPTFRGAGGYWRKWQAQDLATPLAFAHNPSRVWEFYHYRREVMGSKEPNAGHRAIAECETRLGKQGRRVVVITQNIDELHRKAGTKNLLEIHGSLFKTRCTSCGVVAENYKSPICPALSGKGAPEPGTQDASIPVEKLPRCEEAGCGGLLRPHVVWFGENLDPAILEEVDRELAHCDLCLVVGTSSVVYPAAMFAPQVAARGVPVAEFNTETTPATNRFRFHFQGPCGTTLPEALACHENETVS
Statin myotox sup – suppression of simvastatin myotoxicity | 330,000 tested, 0.78% active | AID 602340 | rescue of ATP level, % at 7.49 µM | C2C12 myotubes + simvastatin, ATP luminescence, 48 h; scaled: DMSO 0, geranylgeraniol control 100;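 active = mean ATP rescue above about 67%, or every replicate alone reaching that limit, limit read from the data, passing the limit was not always enough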;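 note: myotubes were challenged with 10 µM simvastatin during compound exposure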
esBAF inh – inhibitors of esBAF chromatin remodeling in mouse ES cells | 350,000 tested, 2% active | Bmi1-luciferase knock-in reporter, 24 h; 100% = twice the neutral-well signal | AID 602393 | reporter increase, % at 12.5 µM; in the data active = activation above about 40%;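 note: 0% = median of the plate's neutral control wells and 100% = double that signal; a rise in the Bmi1 reporter signal indicates esBAF inhibition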
* = called active by the depositor; x = no result given.

SMILES	S100A4 MyoIIA	LGR2 inh	FN deposition inh	CASP6 VEID inh	SIRT5 inh	Statin myotox sup	esBAF inh
CCCCNc1c(-c2ccc(-c3ccc(C(C)=O)cc3)c(OC)c2)nc2cc(C)ccn12	12.0	7.7	2.4	-2.9	x	-65.5	7.0
C[C@@H]1CN([C@@H](C)CO)C(=O)c2cccc(NC(=O)Nc3ccc(F)cc3)c2O[C@H]1CN(C)Cc1ccc(C(=O)O)cc1	-3.0	9.4	-3.6	0.3	1.0	7.2	6.1
CS(=O)(=O)N[C@H]1C[C@@H]2O[C@H](CO)CC[C@@H]2O[C@@H]1CCc1ccc(-c2ccccc2F)cc1	8.6	x	x	1.0	0.5	x	x
C[C@H]1CN([C@@H](C)CO)C(=O)CCCn2nncc2CO[C@H]1CN(C)Cc1ccc(Cl)c(Cl)c1	-2.9	15.9	-8.8	1.7	-4.1	15.3	12.2
CC(=O)c1ccc(NC(=O)c2cnn3c(C(F)F)cc(C4CC4)nc23)cc1	x	x	3.1	x	x	3.9	18.3
CCC(C(=O)NCC1CCCO1)N(Cc1ccc(F)cc1)C(=O)CNS(=O)(=O)c1ccccc1 (stereo not given)	-12.4	5.2	-0.3	2.4	9.7	-14.9	-4.3
O=c1[nH]cc(S(=O)(=O)Nc2ccc3c(c2)OCO3)c(=O)[nH]1	-3.7	-4.7	-8.9	6.1	3.5	-7.2	-2.2
O=C([C@@H]1N[C@@H]2c3ccc(-c4ccc(F)cc4)c(=O)n3C[C@@H]2[C@H]1CO)N1CCOCC1	-3.8	4.5	x	-1.4	-13.4	4.5	-2.5
CSc1oc(-c2ccco2)nc1S(=O)(=O)c1ccccc1	-3.9	-10.2	9.9	5.8	1.5	-1.8	-13.0
Cc1ccc(Sc2ccc(CN3CCCCC3)cc2[N+](=O)[O-])cc1	-3.9	x	6.7	-0.7	-0.7	x	x
CCc1ccc(Nc2ccc(S(=O)(=O)N3CCOCC3)cc2[N+](=O)[O-])cc1	x	2.7	5.8	x	x	-4.5	-1.8
COc1ccc(S(=O)(=O)Nc2ccc3c(c2)C(=O)N([C@H](C)CO)C[C@H](C)[C@H](CN(C)Cc2ccc(Cl)c(Cl)c2)OCCCC[C@@H](C)O3)cc1	x	7.6	x	x	x	78.8*	3.8
CCCc1nnc(SCC(=O)N2CCOCC2)n1CC1CCCO1 (stereo not given)	-3.0	-15.9	10.9	-1.3	-3.7	x	x
C[C@H](CO)N1C[C@H](C)[C@H](CN(C)S(=O)(=O)c2cccs2)Oc2c(NC(=O)Nc3ccc(F)cc3)cccc2C1=O	17.5	7.4	9.0	2.4	0.9	40.6	-10.5
CN(C(=O)CSc1nc2ccccc2c(=O)n1-c1ccccc1F)C1CCS(=O)(=O)C1 (stereo not given)	2.1	-9.5	0.9	-0.1	-1.9	15.1	9.3
Cc1ccc(-n2ncc(-c3n[nH]c(=S)o3)c2N)cc1C	0.3	-40.2	3.4	0.4	-2.2	18.6	10.1
Cc1ccc(S(=O)(=O)N2CC3=C(C2)C2CC2(C)C3)cc1 (stereo not given)	-7.6	9.0	0.2	-1.3	x	x	x
N#CC[C@H](Cc1ccccc1)N1CCN(Cc2ccccc2)CCC1=O	-0.9	-14.8	-4.8	1.3	x	-10.1	-1.9
CCc1cc(=O)[nH]c(SCC(=O)N2CCCC2)n1	-12.2	-12.2	1.8	-0.1	-1.4	-9.2	-2.4
CCC(=O)N1C[C@H](C)[C@@H](OC)CN(C)C(=O)c2cc(NC(=O)c3ccccc3)ccc2OC[C@@H]1C	-5.1	-3.6	-4.9	x	0.1	-17.8	5.4

For convenience, 2 of the compounds above:
SMILES	S100A4 MyoIIA	LGR2 inh	FN deposition inh	CASP6 VEID inh	SIRT5 inh	Statin myotox sup	esBAF inh
CCc1cc(=O)[nH]c(SCC(=O)N2CCCC2)n1	-12.2	-12.2	1.8	-0.1	-1.4	-9.2	-2.4
CCC(=O)N1C[C@H](C)[C@@H](OC)CN(C)C(=O)c2cc(NC(=O)c3ccccc3)ccc2OC[C@@H]1C	-5.1	-3.6	-4.9	x	0.1	-17.8	5.4

Carrying on.
SMILES	S100A4 MyoIIA	LGR2 inh	FN deposition inh	CASP6 VEID inh	SIRT5 inh	Statin myotox sup	esBAF inh
COc1cccc(C(=O)N2CCC[C@H]2C(=O)N2CCC[C@H]2C(=O)N[C@@H](C)c2ccccc2)c1	1.5	2.8	-1.0	-1.9	-4.5	x	x
CCn1cc(C(=O)O)c(=O)c2cc(F)c(N3CCN(C(=S)Nc4ccccc4OC)CC3)cc21	10.7	7.6	6.3	-2.1	0.6	x	x
COc1cc(/C=C(\C#N)C(N)=O)ccc1OS(=O)(=O)c1ccc(C)cc1	-0.5	-3.6	6.9	3.0	-7.7	-3.1	-5.4
CS(=O)(=O)Nc1cccc(C(=O)CC2(O)C(=O)Nc3ccc(Br)cc32)c1 (stereo not given)	-6.4	x	0.2	x	x	20.6	-5.9
CC(C)(C)c1ccc(-c2nnc3sc(-c4ccccn4)nn23)cc1	-6.1	14.1	-8.7	26.5	x	2.2	-25.4
CN1CCN(C(=O)C[C@H]2CC[C@@H]3[C@H](COC[C@H](O)CN3S(=O)(=O)c3cccc(F)c3)O2)CC1	3.4	10.2	-8.1	0.1	4.8	9.7	-2.7
CC(C)n1nc(C(=O)Nc2cccc(S(=O)(=O)N3CCOCC3)c2)c2ccccc2c1=O	0.4	3.7	0.6	2.5	-2.1	-10.4	-2.4
CCOc1ccc(S(=O)(=O)N(C)c2ccc(OCC(=O)Nc3ccc4[nH]c(=O)[nH]c4c3)cc2)cc1	-2.9	-1.1	x	11.7	-0.5	-8.9	1.4
Cn1c(SCc2ccc(Br)cc2)nc2ccccc2c1=O	-9.9	26.4	-8.7	-0.7	-1.4	0.2	-4.0
CCN(CC)C(=N)/C(C#N)=N/Nc1ccc(C)cc1	10.1	-39.5	2.9	0.2	1.9	x	x
CC(OC(=O)c1nsc(Cl)c1Cl)C(=O)NC1CCCCC1 (stereo not given)	-1.8	-2.9	4.2	-0.4	-1.3	14.9	0.4
CC(/C=N/n1c(-c2cc(C)[nH]n2)n[nH]c1=S)=C\c1ccco1	0.1	-18.1	-15.7	11.8	3.3	x	x
O=[N+]([O-])c1ccc(CN2[C@H](COCc3ccccc3)[C@@H](N3CCCC3)CS2(=O)=O)cc1	-4.1	15.1	6.8	-3.8	-0.3	9.9	0.2
COc1cc(OC)c(NS(=O)(=O)c2cc3[nH]c(=O)c(=O)[nH]c3cc2C)cc1Cl	-3.4	8.3	-5.6	2.3	4.4	0.5	9.3
C[C@H]1CN(S(=O)C(C)(C)C)[C@H](CCO)/C1=C\c1ccccc1 (stereo not given in full)	6.2	15.6	15.2	-0.5	3.9	9.0	-2.9
CCOC(=O)C1(Cc2cccc(Cl)c2)CCCN(C(=O)c2cnn(CC)c2)C1 (stereo not given)	-0.3	-4.3	5.0	-0.3	2.1	6.1	11.0
COc1ccc(NC(=O)N(C)C[C@H]2OCc3cnnn3CCCC(=O)N([C@@H](C)CO)C[C@@H]2C)cc1	-0.2	13.5	-7.4	-4.7	-0.8	8.1	-0.7
Cc1cc(C)n(CCOc2nonc2N)n1	x	-10.8	0.4	x	x	29.2	-2.6
Cn1nnnc1SCC(=O)Nc1ccc(Cl)cn1	0.1	9.0	0.3	-5.5	-2.4	x	x
CCOc1ccc(NC(=O)c2ccc3c(SCC(=O)O)c4c(nc3c2)CCCC4)cc1	-3.8	14.0	2.9	2.7	-1.2	x	x

Structural class, those above with a COOH group.
SMILES	S100A4 MyoIIA	LGR2 inh	FN deposition inh	CASP6 VEID inh	SIRT5 inh	Statin myotox sup	esBAF inh
C[C@@H]1CN([C@@H](C)CO)C(=O)c2cccc(NC(=O)Nc3ccc(F)cc3)c2O[C@H]1CN(C)Cc1ccc(C(=O)O)cc1	-3.0	9.4	-3.6	0.3	1.0	7.2	6.1
CCn1cc(C(=O)O)c(=O)c2cc(F)c(N3CCN(C(=S)Nc4ccccc4OC)CC3)cc21	10.7	7.6	6.3	-2.1	0.6	x	x
CCOc1ccc(NC(=O)c2ccc3c(SCC(=O)O)c4c(nc3c2)CCCC4)cc1	-3.8	14.0	2.9	2.7	-1.2	x	x

Other results follow.
SMILES	S100A4 MyoIIA	LGR2 inh	FN deposition inh	CASP6 VEID inh	SIRT5 inh	Statin myotox sup	esBAF inh
CC(C)N(CC#CCC(O)(c1ccccc1)c1ccccc1)C(C)C	x	-12.6	3.4	x	x	-5.0	4.4
CO[C@H]1CN(C)C(=O)c2ccc(NC(=O)c3ccc(F)cc3)cc2OC[C@@H](C)N(C)C[C@H]1C	x	-0.6	-4.6	x	x	-8.4	1.6
CCCCc1nnc(NC(=O)c2ccc3c(=O)n4c(nc3c2)CCC4)s1	4.4	11.6	-13.1	-3.9	-4.3	-2.7	0.6
CCCCCCC1CC(C)(/C(C)=N/NC(N)=O)OC1=O (stereo not given)	-1.7	-10.2	x	-3.5	-3.0	-6.0	-4.3
CCOC(=O)c1cnc2nc(NCc3ccc(OCc4ccccc4)cc3)[nH]n2c1=O	x	-10.6	-2.9	x	x	7.9	0.7
O=C(O)CSc1ncccn1	0.8	7.1	-5.1	-1.4	10.6	-4.4	-5.3
C[C@H]1CN([C@@H](C)CO)C(=O)c2cc(NC(=O)Nc3ccccc3)ccc2O[C@H]1CN(C)C(=O)Nc1cccc2ccccc12	6.5	0.5	x	0.9	3.0	-12.4	-5.0
Cc1ccccc1S(=O)(=O)NC(=O)C1(C)CCN1C(=O)C1(c2ccc(Cl)cc2)CCC1 (stereo not given)	-3.2	-7.9	2.9	2.5	x	11.6	2.7
CC(CS(=O)(=O)c1ccc2c(c1)NC(=O)CS2)C(=O)NCc1ccccc1Cl (stereo not given)	-3.9	15.2	-10.3	x	-1.6	-0.7	4.2
CC(C)CN1C(=O)C(=O)N(CC(=O)N(C)CC(=O)Nc2ccc(Cl)c(C(F)(F)F)c2)C1=O	16.1	0.9	-0.8	1.3	-2.3	23.0	2.2
O=C(CN1C(=O)/C(=C/c2ccccc2F)SC1=S)NC1C=CS(=O)(=O)C1 (stereo not given)	0.6	-4.7	-7.4	1.4	0.2	x	x
CC1OC(OC2C(Oc3c(-c4ccc(O)cc4)oc4cc(O)cc(O)c4c3=O)OC(COC3O[C@@H](C)[C@H](O)[C@@H](O)C3O)C(O)C2O)C(O)C(O)C1O (stereo not given in full)	0.5	-2.2	x	0.1	2.3	13.6	-6.3
O=C(O)C[C@H]1CC[C@H]2[C@@H](COC[C@@H](O)CN2S(=O)(=O)c2ccc(F)cc2)O1	-3.7	-6.0	-19.6	2.4	2.1	-3.5	2.1
COc1ccc(-c2nn(-c3ccccc3)cc2C(=O)N(C)CC(=O)Nc2ccccc2Br)cc1	-11.7	2.0	-2.5	-90.2	-1.7	-8.4	0.2
Cc1ccc(-c2cnc3c(c2)C(=O)N([C@H](C)CO)C[C@@H](C)[C@@H](CN(C)C(=O)c2ccc(F)cc2)O3)cc1	12.9	14.0	x	-2.0	0.5	-9.9	-2.0
CN(C)c1ccc(NC(=O)CSc2nc3c(c(=O)[nH]2)CCCC3)cc1	-0.8	-5.5	x	5.8	8.1	x	x
O=C(OCC(=O)N1CCc2ccccc2C1)c1ccc(Cl)c([N+](=O)[O-])c1	-4.4	-6.8	x	-0.6	-1.3	-9.1	-7.3
COC(=O)c1nnn(-c2nonc2N)c1CN1CCc2ccccc21	x	4.3	x	x	x	8.4	-3.1
CCn1c(-c2cc(C3CC3)nc3ccccc23)n[nH]c1=S	-4.6	8.3	-13.0	-2.0	-2.6	0.3	-2.8
C[C@@H]1CCCCO[C@H](CN(C)C(=O)Nc2ccc3c(c2)OCO3)[C@H](C)CN([C@H](C)CO)C(=O)c2cc(NC(=O)Nc3ccc(F)cc3)ccc2O1	-4.3	-5.8	x	-0.7	-10.4	x	9.2
COc1ccc(S(=O)(=O)Nc2ccc3c(c2)C(=O)N([C@@H](C)CO)C[C@H](C)[C@@H](CN(C)C(=O)c2ccccc2)OCCCC[C@@H](C)O3)cc1	20.3	1.7	3.2	-4.4	10.5	-0.3	9.6

These rows are one share of the data. The share of hits here may be higher or lower than overall.
